CHT inh: inhibitors of human choline transporter CHT | AID 488975 | B-score at 10 µM | Q9GZV3 | CHT-expressing cells, membrane potential dye, choline response; stronger effect = lower value | hit rate 0.86% among 310,000;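 active = B-score over 3 SD under the library average, and starting fluorescence ratio not unusually high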;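 also: choline stimulus applied at its EC90 after an EC20 pre-addition; B-score computed on integrated fluorescence ratio after choline addition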
Target sequence (Q9GZV3 whole entry, looked up): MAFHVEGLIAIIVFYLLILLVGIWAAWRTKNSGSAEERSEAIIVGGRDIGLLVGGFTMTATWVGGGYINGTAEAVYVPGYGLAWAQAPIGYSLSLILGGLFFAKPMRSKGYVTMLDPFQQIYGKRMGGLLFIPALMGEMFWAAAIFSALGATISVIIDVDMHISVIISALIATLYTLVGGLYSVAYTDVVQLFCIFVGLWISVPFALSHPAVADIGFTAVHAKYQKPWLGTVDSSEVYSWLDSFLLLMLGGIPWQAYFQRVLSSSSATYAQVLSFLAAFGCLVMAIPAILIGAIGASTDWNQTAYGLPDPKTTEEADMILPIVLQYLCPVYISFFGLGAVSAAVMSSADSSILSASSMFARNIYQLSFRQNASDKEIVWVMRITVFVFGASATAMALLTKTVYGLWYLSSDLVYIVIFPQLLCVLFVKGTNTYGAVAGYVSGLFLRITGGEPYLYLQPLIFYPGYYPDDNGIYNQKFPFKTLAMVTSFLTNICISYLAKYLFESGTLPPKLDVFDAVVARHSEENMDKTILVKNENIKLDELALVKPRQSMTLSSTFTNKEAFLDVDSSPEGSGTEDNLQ
Kir21 inh: blocks the mouse Kir2.1 inward-rectifier potassium channel | hit rate 0.85% among 310,000 | HEK293-Kir2.1, FluxOR thallium flux fluorescence; stronger effect = lower value | P35561 | AID 1672 | B-score at 10 µM;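 active = fluorescence ratio B-score at or below minus 3 SD of library scores, with starting-brightness B-score within 2 SD, cut at about -4.2 in these data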;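 also: channel flux triggered by added potassium and thallium sulfate stimulus; B-score of peak minus minimum fluorescence over baseline after thallium stimulus; more negative B-score means stronger Kir2.1 block with less thallium influx; some compounds called inactive have numbers as strong as hits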
Target sequence (P35561 whole entry, looked up): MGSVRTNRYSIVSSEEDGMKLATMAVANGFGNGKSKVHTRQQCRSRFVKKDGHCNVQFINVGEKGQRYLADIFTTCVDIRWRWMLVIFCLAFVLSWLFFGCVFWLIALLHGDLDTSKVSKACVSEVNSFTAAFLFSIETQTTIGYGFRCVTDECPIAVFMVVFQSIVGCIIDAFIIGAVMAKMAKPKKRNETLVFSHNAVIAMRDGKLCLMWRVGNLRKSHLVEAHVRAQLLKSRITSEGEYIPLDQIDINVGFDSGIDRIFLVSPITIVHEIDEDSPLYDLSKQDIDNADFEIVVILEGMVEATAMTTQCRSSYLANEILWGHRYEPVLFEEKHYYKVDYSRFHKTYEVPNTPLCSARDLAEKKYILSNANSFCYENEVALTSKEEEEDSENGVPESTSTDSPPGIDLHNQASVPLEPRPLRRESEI
* marks the source's active call; other numbers are inactive results; i = inactive; . = no result given. Not a hit list. About 1.6% of those tested had a hit in this group.

Each structure is followed by: CHT inh	Kir21 inh
- COC(=O)C1=C(C(=O)OC)[C@@H]2N(Cc3ccccc3)c3ccccc3[C@@]23C[C@@H](C(=O)OC)N(C(=O)c2cccs2)C3=N1
→ i	0.48
- CCC(C)N=C1SCC(C)(/C=N/O)S1 (stereo not given)
→ i	-2
- CCOC(=O)CCC(=O)Nc1ccccc1C(N)=O
→ i	1.2
- Cc1c(C(=O)NCc2ccc3c(c2)cc(C)n3C)cccc1[N+](=O)[O-]
→ i	-0.08
- CCCCn1c(N)c(N(CCC(C)C)C(=O)C2CSC3(C)CCC(=O)N23)c(=O)[nH]c1=O (stereo not given)
→ i	-0.09
- O=C(Nc1ccccc1)c1cnc2ccccc2n1
→ i	0.58
- CCN(CC)C(=S)SCC(=O)c1ccc(F)cc1
→ i	-1.4
- COc1ccc(NC(=O)C2C(c3ccccc3)C2(Cl)Cl)cc1 (stereo not given)
→ i	0.09
- COc1ccc(CCNC(=S)N2CCC(C(=O)c3ccc(F)cc3)CC2)cc1OC
→ i	0.54
- N=c1n(CCO)c2ccccc2n1CCN1CCCCC1
→ i	0.04
- Cc1cc(C(=O)N2CCc3ccccc3C2)no1
→ i	0.27
- CC1CC1C(=O)OCC(=O)NCc1ccc(Cl)cc1 (stereo not given)
→ i	1
- CC(NC(=O)C1CCCN(S(=O)(=O)c2cccc3nonc23)C1)c1ccccc1 (stereo not given)
→ i	0.01
- COc1ccc2c(c1)[nH]c1c(=O)n(N)cnc12
→ i	1.1
- Nc1ccc(C(=O)OCc2csc(-c3ccccc3)n2)cc1[N+](=O)[O-]
→ i	0.23
- C=CCN(CC=C)S(=O)(=O)c1ccc(C(=O)Nc2sc3c(c2C(N)=O)CCCCC3)cc1
→ i	1.6
- C/C(=N\Nc1nc(C(C)(C)C)cs1)c1ccc(O)cc1
→ i	-0.56
- COc1cc(NC(=O)C/C(C)=N/NC(=O)C2CCCCC2)c(OC)cc1Cl
→ i	-0.25
- O=C(O)c1cn(-c2ccccc2)c(=O)c2ccccc12
→ i	-0.63
- C[N+]1=C(/C=C/Nc2ccccc2Cl)C(C)(C)c2ccccc21
→ i	-0.22
- COc1ccc(-c2nc3ccccc3s2)cc1O
→ i	1.4
- COC(=O)c1ccccc1NC(=O)n1cc(C)cn1
→ i	-2.1
- COc1ccc(C(=O)NC2CCN(C(=S)Nc3cc(C)cc(C)c3)CC2)cc1
→ i	-0.19
- COCCNC(=O)c1ccc(-c2csc(C)n2)cc1
→ i	-2.4
- CCc1nnc(NS(=O)(=O)c2ccc(NC(=O)/C=C/c3ccccc3Cl)cc2)s1
→ -5.6*	1.1
- CCOCC(=O)Nc1cc(-c2cn3cccnc3n2)ccc1C
→ i	-0.61
- COc1ccc(-c2oc3ccccc3c(=O)c2OC(=O)c2ccc(C)cc2)cc1
→ i	1
- COc1ccc(N2C(=O)CCC(C(=O)Nc3cccc(C)n3)C2c2ccc(OC)c(OC)c2)cc1 (stereo not given)
→ i	-0.81
- Cc1cc(C(=O)N/N=C\C(Br)=C\c2ccccc2)c(C)o1
→ i	-0.39
- O=C(COC(=O)Cn1cnc2ccccc2c1=O)Nc1ccc2c(c1)OCO2
→ i	-0.5
- CC(=O)c1c(NCc2ccccc2)nc(=O)n(-c2ccccc2)c1C
→ i	0.21
- O=C(/C=C/c1ccccc1O)c1ccco1
→ i	-3.5
- O=C(O)c1ccc(/C=N/NC(=O)c2ccc(CN3c4cccc5cccc(c45)S3(=O)=O)cc2)cc1
→ i	0.63
- Cc1ccccc1-n1c(-c2ccoc2C)n[nH]c1=S
→ i	-0.39
- CCCCC[C@H]1CN(Cc2ccccc2)C(=O)[C@@H]1CC(=O)NCc1ccc(OC)cc1
→ i	0.75
- CC(=O)CCn1cnc([N+](=O)[O-])n1
→ i	0.02
- O=C(Nc1nc2c(s1)CCCC2)C1COc2ccccc2O1 (stereo not given)
→ i	0.4
- CC(=O)Nc1ccc(C(=O)NN2C(=O)c3ccccc3C2=O)cc1
→ i	-1.6
- O=C1NCCCc2c1oc1cc(Br)c(O)c(Br)c21
→ i	1.6
- Cc1c(C)c2ccc(OCC(=O)N3CC[C@@]4(O)CCCC[C@H]4C3)c(C)c2oc1=O
→ i	0.69
- N#CC1=C(N)NC(SCC(=O)Nc2ccccc2)=C(C#N)C12CCCCC2
→ i	2
- COc1ccc(-c2cc(C(=O)N/N=C/c3cccnc3)c3ccccc3n2)cc1
→ i	-0.09
- Cc1ccc(NC(=O)CNc2cccc(S(=O)(=O)N3CCCC3)c2)cc1F
→ i	-0.39
- O=C(NC(=S)Nc1ccc(-c2ccc(CO)o2)cc1)c1cccs1
→ i	-0.46
- Cc1noc(C(=O)N2CC3(C)CC2CC(C)(C)C3)c1Cl (stereo not given)
→ i	1.9
- Nc1c2c(nc3ccccc13)CCC2
→ i	-0.86
- CC(=O)c1cccc(NC(=O)NN2CCN(C)CC2)c1
→ i	0.33
- CCOc1ccc(OCC)c(NC(=O)C2CCCN2S(=O)(=O)c2cccc3cccnc23)c1 (stereo not given)
→ i	0.42
- COc1ccc(NC(=O)C(NC(C)=O)C(=O)NCc2ccccc2Cl)cc1 (stereo not given)
→ i	0.34
- Cc1ccc(N2C(=O)C3CCCN3C2=S)cc1Cl (stereo not given)
→ i	1.5
- O=C1CCCC2=C1C(c1ccccc1)NC(=S)N2 (stereo not given)
→ i	0.82
- COC(=O)c1cc(CNC(=O)c2ccccc2Cl)ccc1OC
→ i	1.6
- CCOc1ccc(C2CC(c3cccc(OC)c3)n3nc(N)nc3N2)cc1 (stereo not given)
→ i	-1.1
- CC(=O)C(Sc1nc(N2CCOCC2)nc(N2CCOCC2)n1)C(=O)Nc1ccccc1 (stereo not given)
→ i	0.12
- COc1ccc(C2CC(=O)Oc3cc(O)cc(O)c32)cc1 (stereo not given)
→ i	-3
- CC(CC(=O)Nc1ccc(C(N)=O)cc1)c1ccccc1 (stereo not given)
→ i	-0.05
- Fc1ccccc1CNCCC(Cc1ccccc1)c1ccc2c(c1)OCO2 (stereo not given)
→ i	-8.7*
- COc1ccccc1OCCCC(=O)Nc1ccc2c(c1)OCCO2
→ i	-0.2
- O=C(O)c1ccc(OCCOc2ccccc2)cc1
→ i	0.02
- C=CCc1cccc2cc(C(=O)O)c(=O)oc12
→ i	0

A different layout for 5 compounds above:
SMILES,CHT inh,Kir21 inh
N#CC1=C(N)NC(SCC(=O)Nc2ccccc2)=C(C#N)C12CCCCC2,i,2
COc1ccc(-c2cc(C(=O)N/N=C/c3cccnc3)c3ccccc3n2)cc1,i,-0.09
Cc1ccc(NC(=O)CNc2cccc(S(=O)(=O)N3CCCC3)c2)cc1F,i,-0.39
O=C(NC(=S)Nc1ccc(-c2ccc(CO)o2)cc1)c1cccs1,i,-0.46
Cc1noc(C(=O)N2CC3(C)CC2CC(C)(C)C3)c1Cl (stereo not given),i,1.9

New compounds follow:
Each structure is followed by: CHT inh	Kir21 inh
- Cc1cc(C)nc(N2CCCC(C(=O)NNC(=O)c3ccncc3)C2)n1 (stereo not given)
→ i	-0.17
- CCCc1ccc(C(C)NC(=S)NC2CCCCC2)cc1 (stereo not given)
→ i	-0.35
- COc1ccc(OC)c(/C=C/C(=O)OCC(=O)Nc2cccc(Oc3ccccc3)c2)c1
→ i	-0.18
- COc1ccccc1CNC(=O)c1ccc(CS(=O)Cc2cccc(Cl)c2)o1 (stereo not given)
→ i	-0.87
- Cc1ccccc1C(=O)N=c1ccn(-c2nc3ccccc3nc2NS(=O)(=O)c2ccccc2)cc1
→ i	-0.01
- CC(C)(C)CN1CCC(Oc2cccc(C(=O)N3CCNC(=O)C3(C)C)c2)CC1
→ i	-1.9
- S=C(Nc1ccc(Br)cc1)N1CCCC1
→ i	-1.9
- O=C(CN1CCN(c2ncccn2)CC1)N1CCCc2c1c(=O)oc1ccc(O)cc21
→ i	.
- O=C1Nc2ccccc2C1(O)C/C(=N/O)c1ccccc1 (stereo not given)
→ i	0.82
- Cc1ccc(OCC(=O)NCc2cccs2)cc1
→ i	1.2
- Cc1cccc(-n2c(=O)c3c(n4cnnc24)-c2ccccc2CC32CCCCC2)c1
→ i	-1.1
- COc1ccc(Cl)cc1N(CC(=O)N/N=C/c1ccc(OC(C)C)cc1)S(=O)(=O)c1ccc(C)c([N+](=O)[O-])c1
→ i	2
- COC(=O)CSc1nnc(CCc2ccccc2)n1C
→ i	-0.91
- Cc1nc2cc(-c3sccc3-n3cccc3)nn2c(C)c1C
→ i	1.4
- O=C(Cn1cc(C(=O)C2CCCCC2)c2ccccc21)NCC1CCCO1 (stereo not given)
→ i	-0.39
- COc1ccc(-c2cc(C(=O)N3CCN(c4ccc(F)cc4)CC3)no2)cc1OC
→ i	1.8
- COc1cccc(OCc2cc(C(=O)N3CCN(C(=O)c4ccco4)CC3)no2)c1
→ i	-0.76
- O=C1C2=C(SCCS2)C(=O)N1CCCO
→ i	-0.98
- Cn1c2ccccc2c2cc(C(=O)NNS(=O)(=O)c3ccc(F)cc3)sc21
→ i	-1.5
- CC(=O)N(C1=C(Cl)C(=O)c2ccccc2C1=O)c1ccc(C(=O)O)cc1
→ i	-11*
- CSc1ccc(NC(=O)NCc2cccnc2)cc1
→ i	-0.39
- COCc1cc(C)n(CC(=O)NCC2CCCO2)c(=O)c1C#N (stereo not given)
→ i	0.81
- CN(C(=O)COC(=O)CN1C(=O)C2CC=CCC2C1=O)c1ccccc1 (stereo not given)
→ i	2
- COc1ccc(Nc2nnc(-c3ccc(O)cc3)c3ccccc23)cc1
→ i	-0.02
- O=C(Nc1cccc(O)c1)c1c(O)c2ccccc2[nH]c1=O
→ i	-0.53
- COc1ccccc1N1CCN(CC(=O)c2c(N)n(C)c(=O)n(C)c2=O)CC1
→ i	0.07
- COc1cccc(NC(=S)NC2CC(C)(C)NC(C)(C)C2)c1
→ i	1.2
- Cn1c(=O)[nH]c(=O)c2c1nc(SCC(=O)O)n2CCCc1ccccc1
→ i	0.47
- O=C(O)c1ccc(NC(=S)NC(=O)c2cncc(Br)c2)cc1
→ i	0.31
- COc1ccc([C@@H]2[C@H]3CN(C(C)=O)CC=C3C(C#N)=C(N)C2(C#N)C#N)c2ccccc12
→ .	-0.36
- CCOC(=O)N1CCN(C(=O)CSCC(=O)Nc2nc(-c3cccs3)cs2)CC1
→ i	0.3
- NS(=O)(=O)c1ccc(NC(=O)c2ccc(S(=O)(=O)N3CCc4ccccc43)cc2)cc1
→ i	0.72
- Cc1ccccc1NC(=O)CSc1nnc2ccc(-c3cccnc3)nn12
→ i	-1.7
- CCCCNC(=S)N(C)N=C1CCC(c2ccccc2)CC1 (stereo not given)
→ i	1.2
- O=C(NCCN1CCN(Cc2ccccc2)CC1)C1CC(=O)N(C2CCCC2)C1 (stereo not given)
→ i	-0.55
- O=C(Cn1cnc(S(=O)(=O)N2CCCC2)c1)Nc1cccc(Br)c1
→ i	2
- CCOC(=O)N1CCC(NC(=O)CCc2c(C)nc3ncnn3c2C)CC1
→ i	0.51
- COc1cccc(C2C(C#N)=C(N)N(c3ncn[nH]3)C3=C2C(=O)CCC3)c1 (stereo not given)
→ i	-1.8
- COC(=O)c1sc2ncn(CC(=O)NCCc3ccc(OC)c(OC)c3)c(=O)c2c1C
→ i	1.4
- Cc1c(CCC(=O)O)c(=O)oc2cc(OCc3cccc(F)c3)ccc12
→ i	0.6
- COc1ccc(CCN2CC(C(=O)NCC(=O)Nc3ccc(F)c(F)c3)CC2=O)cc1OC (stereo not given)
→ i	0.34
- CC1CCN(c2ccc3nnc(CCC(=O)Nc4cc(F)ccc4F)n3n2)CC1
→ i	-1.3
- CCc1ccc(OCC(=O)NNC(=S)NC(=O)C2CCCCC2)c(Br)c1
→ i	-0.05
- C/C(=N\NC(N)=O)C1(C)CCCCC1
→ i	-0.3
- O=C(NCCN1CCN(c2ccccc2F)CC1)c1ccc2nc3ccccc3c(=O)n2c1
→ .	2.2
- C/C(=N\NC(=O)c1cccc2ccccc12)c1cccs1
→ i	-2
- Cc1cc(C(=O)N/N=C/c2ccc(O)c([N+](=O)[O-])c2)n[nH]1
→ i	0.79
- Cc1ccc(C)c(NC(=O)Cn2ccn(-c3ccc4c(c3)OCO4)c(=O)c2=O)c1
→ i	-0.02
- Cc1nn(Cc2cccc(F)c2)c(C)c1NC(=O)c1c([N+](=O)[O-])c(C)nn1C
→ i	0.55
- CCCCCCNS(=O)(=O)c1ccc(OC)c(OC)c1
→ i	0.49
- COc1cccc(-c2nnc3sc(-c4cccs4)nn23)c1
→ i	.
- COC(=O)c1ccc(-c2nc(-c3cccs3)no2)cc1
→ i	.
- COc1ccc(C(=O)Nc2ccc(C(=O)N3CCC(C)CC3)cc2)cc1OC
→ i	1.3
- COC(=O)c1ccc(COC(=O)c2ccc(S(=O)(=O)N3CCC(C)CC3)cc2)o1
→ i	0.33
- O=C(NNC(=O)c1sc2cccc(Cl)c2c1Cl)Nc1ccccc1
→ i	0.01
- Cc1cc(C)cc(OCC(=O)N2CCc3ccccc3C2)c1
→ i	-1.5
- O=C(COC(=O)/C=C/c1ccc2c(c1)OCO2)NC1CC1
→ i	1.6
- CCOc1ccc(/C=N/OCC(=O)NCc2ccc3c(c2)OCO3)cc1OC
→ i	0.35
- CCC(C(=O)NCCN1CCN(C)CC1)n1c(C)c2cnn(-c3ccccc3)c(=O)c2c1C (stereo not given)
→ i	-0.03
- O=C(Nc1ccnc(-c2ccncc2)n1)C1CC1
→ i	0.07
- Cc1cc(C)c2c(N)c(C(=O)N/N=C/c3cccs3)sc2n1
→ i	-0.61
- O=C1CSC(c2cccc([N+](=O)[O-])c2)N1C1CC2CCC1C2 (stereo not given)
→ i	-2.2
- CC(=O)Nc1ccc(S(=O)(=O)Nc2nc3ccccc3nc2-n2ccc(=NC(=O)c3ccccc3)cc2)cc1
→ i	-1.4

Source: PubChem (Johns Hopkins Ion Channel Center)
